Screening data from PubChem BioAssay.
ASM inhibitor = blocks human secretory acid sphingomyelinase; placental ASM, HMU-PC fluorogenic substrate, 60 min; P17405; Potency, µM (titrated, usually from 57.5 µM), for inactives: at the highest dose activity change, negative = inhibition, most hits filed as inhibitors; 340,000 tested, 0.006% active; AID 504937; note: potency is the fitted concentration of half-maximal effect
Target sequence (P17405 47-631 limits assumed): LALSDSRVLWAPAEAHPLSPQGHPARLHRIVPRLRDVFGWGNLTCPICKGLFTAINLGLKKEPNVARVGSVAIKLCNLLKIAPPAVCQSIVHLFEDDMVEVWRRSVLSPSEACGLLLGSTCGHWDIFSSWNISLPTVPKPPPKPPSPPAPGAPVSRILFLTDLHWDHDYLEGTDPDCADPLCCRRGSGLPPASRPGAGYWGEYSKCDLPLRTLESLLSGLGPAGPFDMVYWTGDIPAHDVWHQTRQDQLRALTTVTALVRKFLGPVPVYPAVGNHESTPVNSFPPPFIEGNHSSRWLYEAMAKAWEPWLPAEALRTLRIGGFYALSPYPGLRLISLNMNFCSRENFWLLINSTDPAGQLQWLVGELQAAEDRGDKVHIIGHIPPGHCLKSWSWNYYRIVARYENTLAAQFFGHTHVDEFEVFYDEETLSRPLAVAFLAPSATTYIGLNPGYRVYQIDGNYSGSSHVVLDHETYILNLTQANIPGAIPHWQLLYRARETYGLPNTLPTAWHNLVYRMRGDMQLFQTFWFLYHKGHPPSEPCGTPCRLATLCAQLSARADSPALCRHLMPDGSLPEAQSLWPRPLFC
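Steps: dispense placental human ASM, pin compound, wait 10 min at room temperature, add HMU-PC0 substrate at 9 uM final, incubate 60 min at 37 °C, add stop solution raising pH to 10, read fluorescence.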
Integrin act MD = activates integrin-mediated alleviation for muscular dystrophy; alpha7betagal myoblasts, beta-gal FDG fluorescence, 48 h; Potency, µM (titrated, usually from 38.3 µM), for inactives: at the highest dose activation, usual class: activators; 350,000 tested, 0.064% active;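 note: potency is the fitted concentration of half-maximal effect; 100% = response of the positive control SU9516; nearly all actives have a fitted effect of over 60% in size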
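Alpha7betagal+/- myoblasts (passage 13) were plated 16-24 hr, then exposed to compounds (1:260 dilution of DMSO stock) for 48 hours at 37C. After MPER lysis, β-galactosidase reporter activity was read as FDG fluorescence (ex 480/em 540) after 30 minutes.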
PKM2 act = PKM2 (human) enzyme activation; P14618; purified PKM2, Kinase-Glo ATP luminescence, activation; response scale: 0% is enzyme alone, no compound; Potency, µM (series often up to 57.5 µM), for the others: at the top dose activation, actives largely listed as activators; 260,000 tested, 0.34% active; AID 1631; note: potency is the fitted concentration of half-maximal effect; % is set by controls: 0 for no effect and ±100 for the full control effect; nearly all actives have a fitted effect of over 55% in size
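Kinase-Glo luminescence reports ATP generated from ADP (0.1 mM) and PEP (0.5 mM) by purified hPK-M2 after 1 h at room temperature, pH 7.2 imidazole buffer; intermediate enzyme activity allows detecting inhibitors and activators.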
Tb PFK inh = T. brucei PFK enzyme inhibition. O15648. 330,000 tested, 0.17% active. Potency, µM (titrated, usually from 57.5 µM), inactives show top-dose activity, negative = inhibition, usual class: inhibitors. T. brucei PFK, ADP-Glo luminescence;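 note: potency is the fitted concentration of half-maximal effect; 0% = uninhibited 1x PFK enzyme wells and -100% = no-enzyme wells; nearly all actives have a fitted effect of over 60% in size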
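Activity is normalized to no-enzyme wells (full inhibition) and 1.25 nM enzyme wells (no inhibition). Reaction: 0.5 mM F6P, 0.1 mM ATP, 45 min RT, ADP-Glo luminescence; concentration-response curves fitted and classed by quality.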
GALK inhibitor = galactokinase (human) inhibition; P51570; Purified GALK, Kinase-Glo residual ATP luminescence; Potency, µM (highest dose often 57.5 µM), without a hit: top-dose activity change, negative = inhibition, usual class: inhibitors; 270,000 tested, 0.007% active; note: potency is the fitted concentration of half-maximal effect; % is set by controls: 0 for no effect and ±100 for the full control effect
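GALK at 5 nM final was combined with compound, 35 uM ATP and 100 uM galactose in HEPES pH8.0 with MgCl2 and DTT. The reaction ran one hour at room temperature before luminescent ATP detection.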
B2AR arrestin = recruits beta-arrestin to the human beta2-adrenergic receptor | P07550 | beta-arrestin recruitment to beta2AR, cell-based reporter | Potency, µM (titrated, usually from 46.1 µM), for the others: top-dose activation, actives largely listed as activators | 330,000 tested, 0.02% active | AID 492947;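 note: potency is the fitted concentration of half-maximal effect; 0% = DMSO controls and full agonism = EC100 isoproterenol or metaproterenol; nearly all actives have a fitted effect of over 65% in size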
Target sequence (P07550 whole entry, looked up): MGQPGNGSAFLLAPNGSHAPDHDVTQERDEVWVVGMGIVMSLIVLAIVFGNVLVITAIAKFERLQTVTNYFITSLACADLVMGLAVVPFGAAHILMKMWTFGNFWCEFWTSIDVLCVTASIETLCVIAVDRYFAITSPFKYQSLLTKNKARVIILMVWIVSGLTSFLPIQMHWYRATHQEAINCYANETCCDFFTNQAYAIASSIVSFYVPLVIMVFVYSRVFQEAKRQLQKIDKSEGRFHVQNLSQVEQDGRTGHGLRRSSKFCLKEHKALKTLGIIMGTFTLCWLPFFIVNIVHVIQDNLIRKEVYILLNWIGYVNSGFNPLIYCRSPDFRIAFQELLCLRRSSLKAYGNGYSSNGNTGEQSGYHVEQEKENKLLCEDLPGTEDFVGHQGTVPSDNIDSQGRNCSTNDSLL
Giardia kill = Giardia lamblia killing; 340,000 tested, 0.15% active; activity change, % at 7.66 µM, hits read low; Giardia lamblia trophozoite viability; in the data active = activity change below about -80%; inconclusive = between about -30% and that limit;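 note: parasites exposed to compound for two days anaerobically before the ATP read; % is set by controls: 0 for no effect and ±100 for the full control effect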
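Giardia trophozoites, 100 cells per well, were exposed to compounds for 48 hrs at 37 deg C under anaerobic conditions; viability was then read as ATP content by bioluminescence after 15-30 min at room temperature.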
BCR signal inh = blocks chronic active B-cell receptor signaling; ABC-DLBCL IkBa-CBG/CBR reporter, luminescence ratio, 4 h; Potency, µM (doses to about 46.1 µM), without a hit: at the highest dose ratio change, negative = lower green/red ratio, actives largely listed as inhibitors; 340,000 tested, 0.05% active; AID 493014; active = well fitted inhibition curve with a large enough effect in the signal ratio, with a control signal flat, not every such curve was filed as active; inconclusive = small, poorly fitted or top-dose-only effect, or effect the other way, or a change in a side signal; the % refers to the signal ratio;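 note: potency is the fitted concentration of half-maximal effect; plate controls were basal doxycycline-induced cells for no effect and cells given 10 µM MG132 for full effect; MG132 reads +100%, hits lower the ratio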
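TMD8 human ABC-DLBCL cells with doxycycline-inducible IκBα–green luciferase fusion and unfused red luciferase, in 0.5% FBS medium; compounds up to 46 uM, 4 h at 37C. Green/red luminescence ratio, filter-overlap corrected, fitted to concentration-response curves.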
Coupling enz = inhibits coupling enzyme system, counter-screen for aldolase hits | coupling enzyme system counterscreen, AmpLite Red fluorescence | activity change, negative = inhibition, % at 58.2 µM, hits read low | 290,000 tested, 0.67% active | AID 2472; in the data active = activity change below about -30%; note: % is set by controls: 0 for no effect and ±100 for the full control effect
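Coupling enzymes only (glyceraldehyde-3-phosphate) + compound, at 57.5 uM final, 10 min RT; add substrate/coupling/AmpLite Red mix, 20 min RT; fluorescence ex 525/em 598 nm. Actives flag coupling-system interference.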
Menin MLL FP TR = displaces Texas Red mutant MLL peptide from human menin | AID 1768 | Menin + Texas Red MLL mutant peptide, fluorescence polarization | Potency, µM (titrated, usually from 61.6 µM), without a hit: top-dose FP activity change, negative = inhibition, actives largely listed as inhibitors | O00255 | 270,000 tested, 0.23% active; active = well fitted inhibition curve with a large enough effect in the polarisation, with a control signal flat, not every such curve was filed as active; inconclusive = small, poorly fitted or top-dose-only effect, or effect the other way, or a change in a side signal; inactive = no such curve, though single readings can be large or run the other way; the % refers to the polarisation; note: potency is the fitted concentration of half-maximal effect; % of control where 0% means no effect; many of its hits are not listed in these tables
PTAP TSG101 blk = blocks PTAP/TSG101 interaction to inhibit HIV-1 budding; Q99816; Fluorescence polarization, FITC-PTAP peptide / Tsg101 binding; Potency, µM (top dose mostly 115 µM), for inactives: at the top dose activity change, negative = inhibition, usual class: inhibitors; 340,000 tested, under 10 active; AID 493005; active = well fitted inhibition curve with a large enough effect in the main read-out, with a control signal flat, not every such curve was filed as active; inconclusive = small, poorly fitted or top-dose-only effect, or effect the other way, or a change in a side signal; inactive = no such curve, though single readings can be large or run the other way; note: potency is the fitted concentration of half-maximal effect; % of control where 0% means no effect
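Fluorescence anisotropy tracks displacement of a FITC-tagged PTAP peptide (50 nM) from the Tsg101 binding domain (10 uM), following a 20 min room-temperature incubation at pH 7.5.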
Numbers without * were called inactive; ? = inconclusive; nt = no result given; & = joins results of further samples; [ ] = dose if it differs, or a comment. Unless noted, calls come from the whole dose curve; as a rule, active = well fitted curve in the direction sought with a large enough effect; inconclusive = small, poorly fitted or top-dose-only effect, or another doubt; inactive = no such curve, though single readings can be large; an effect the other way counts as inactive or inconclusive. Not all compounds are listed, so the mix of outcomes need not match the whole.

SMILES	ASM inhibitor	Integrin act MD	PKM2 act	Tb PFK inh	GALK inhibitor	B2AR arrestin	Giardia kill	BCR signal inh	Coupling enz	Menin MLL FP TR	PTAP TSG101 blk
O=C(O)C1CCC(NSc2ccccc2[N+](=O)[O-])CC1 (stereo not given)	3.1%	2.2%	21.2%	0.7%	0.4%	-0.5%	1.2	?	5.1	nt	-0.2%
COC(=O)C1=C(C)N(Cc2ccco2)C(=O)N[C@@H]1c1cccc(C(F)(F)F)c1	nt	nt	14.3%	-0.3%	nt	-1.1%	nt	-5.0%	1.2&1.2	9.1%&-7.2%	nt
O=C(c1nc(-c2ccccc2)n(-c2ccccc2)n1)N1CCN(S(=O)(=O)c2ccccc2)CC1	-3.1%	-17.6%	-13.2%	1.5%	-2.5%	-1.0%	10.6	1.3%	0.6	0.7%	-4.1%
CCCCOc1ccc(C(=O)N/C(=C/C=C/c2ccccc2)C(=O)NC)cc1	-21.6%	-19.1%	1.2%	1.9%	nt	0.1%	-18.6	-3.6%	0.8	5.0%	-4.6%
CCc1ccc(-c2cc(C(=O)NCCCn3ccnc3)c3ccccc3n2)s1	nt	nt	1.5%	3.4%	-2.2%	-0.1%	nt	1.9%	-0.5	6.1%	nt
C=CCc1cccc([C@@H]2[C@@H](C)CC[C@H]3C(=O)N4[C@@H](c5cc(OC)c(OC)c(OC)c5)c5[nH]c6ccccc6c5C[C@H]4C(=O)N23)c1	nt	nt	-5.5%	-3.7%	nt	7.9%	nt	8.9%	-5.8	10.4%	nt
CCOC(=O)C1CCCN(c2c(NCCN3CCCCC3C)c(=O)c2=O)C1 (stereo not given)	2.9%	-5.0%	-2.2%	-0.7%	-2.5%	-0.3%	-19.0	10.9%	-6.4	-18.9%	0.1%
CCC1CCCCN1CCCNC(=O)Cn1ncc2c([nH]c3ccc(C)cc32)c1=O (stereo not given)	-2.8%	-43.6%	nt	0.5%	7.8%	-0.7%	-7.6	-10.1%	0.7	0.1%	-1.7%
Cc1cccc(NC(=O)c2cc(-c3cc(C)ccc3O)n[nH]2)c1	-1.2%	3.9%	nt	-15.4%	3.2%	-0.2%	-4.8	?	-0.9	37.1%[activator]	-1.0%
CCCCCCn1c(SCC(=O)Nc2cc(C)on2)nc2ccccc2c1=O	-1.3%	7.8%	1.4%	-0.4%	1.1%	-0.1%	-1.7	-0.2%	0.1	7.3%	0.2%
O=C(Nc1ccc(N2CCOCC2)c([N+](=O)[O-])c1)c1ccco1	-0.1%	0.2%	0.6%	2.2%	0.3%	0.0%	-12.1	-0.4%	-6.7	22.3%	-1.7%
CCOc1cccc(-c2nnc3n2N=C(c2cc(OC)ccc2OC)CS3)c1	-19.6%	22.4%	-0.8%	2.1%	-1.7%	-0.2%	-7.1	?	0.4	-1.6%	0.0%
COc1cc([N+](=O)[O-])ccc1NC(=O)C[n+]1cccc(C(C)=O)c1	-3.2%	-19.9%	-3.2%	-0.9%	2.1%	2.9%	21.7	2.8%	-2.3	-18.1%	-9.6%
CCOc1cc(NS(=O)(=O)c2ccc(OC)cc2)c(OCC)cc1NC(=O)c1ccco1	-2.2%	-1.3%[7.66 µM]	6.3%	0.4%	-1.9%	-0.8%	6.5	0.8%	-13.5	49.3%[activator]	-5.6%
Cc1cccc(NC(=O)CSc2nc3c([nH]c4ccccc43)c(=O)n2C)c1	-2.2%	0.0%	0.4%	-0.4%	-1.3%	-0.3%	3.9	?	1.0	11.5%	0.3%
Cc1cccc(C)c1NC(=O)C(c1ccc(Cl)cc1Cl)N1CCCCC1 (stereo not given)	-0.6%	-53.0%[inhibitor]	0.4%	0.1%	-0.1%	-0.1%	10.3	-4.7%	0.2	?	-9.3%
Cc1ccc(-c2nc3ncccn3c2Nc2ccccc2C)o1	-9.6%	-1.8%	11.2µM*	-10.0%	-0.5%	-0.3%	3.4	-1.8%	0.2	-13.3%	1.2%
CN(C(=O)C1CCN(S(=O)(=O)c2ccccc2[N+](=O)[O-])CC1)C1CCCCC1	-2.7%	-31.1%	nt	-0.3%	nt	0.4%	0.5	-4.6%	nt	nt	0.4%
CCn1c(=O)n(CC)c2cc(N3CCCC3)c(NC(=O)c3ccccc3)cc21	0.4%	-33.0%	-0.2%[0.46 µM]	-4.4%	1.1%	0.0%	-1.1	-2.5%	-4.5	-6.7%	-1.6%
O=C(Nc1cccc(S(=O)(=O)N2CCCCC2)c1)c1cc2ccccc2o1	-1.4%	-25.0%	nt	2.2%	nt	0.3%	1.2	6.6%	nt	nt	1.6%
Cc1cc(Br)ccc1SCC(=O)NCC(c1ccco1)N1CCCCC1 (stereo not given)	nt	-6.4%	nt	3.5%	nt	-0.2%	-0.9	?	nt	nt	-1.1%
CC(C)(C)OC(=O)NCCCCCNC(=O)c1[nH]cnc1C(=O)Nc1ccccc1	-4.3%	6.9%	nt	-1.7%	nt	0.2%	3.9	?	nt	nt	-7.4%
CCOc1ccc(NC(=O)CCC(=O)N/N=C/c2ccc([N+](=O)[O-])s2)cc1	-1.3%	-28.9%	1.6%	-1.6%	1.6%	0.0%	-24.5	-8.7%	0.7	?	0.4%
COC(=O)Cc1[nH]nc2c1C(c1cc(OC)c(OC)c(OC)c1)C(C#N)=C(N)O2 (stereo not given)	1.3%	?	0.7%	2.7%	0.8%	-0.4%	-1.0	6.2%	-0.5	nt	-0.3%
O=C(CSc1nnc2ccc(-c3ccccn3)nn12)NCC1CCCO1 (stereo not given)	3.0%	?	-1.8%	1.0%	-3.4%	-0.1%	18.4	6.8%	1.8	-2.4%	-6.0%
COc1ccccc1NC(=O)CCN1C(=O)C2CC=CCC2C1=O (stereo not given)	4.1%	-17.5%	1.2%	-0.6%	2.9%	0.5%	-11.8	0.2%	3.9	1.8%	-6.8%
Cc1ccc(OCC(=O)Nc2ccc(N3CCN(C(=O)c4ccco4)CC3)cc2)cc1C	-0.2%	0.0%	0.3%	3.5%	-0.5%	-0.5%	-3.4	?	1.8	-20.9%	0.8%
N#Cc1c2c(c(NCc3ccco3)n3c1nc1ccccc13)CCC2	nt	-4.1%	-1.1%	5.7%	-0.2%	0.1%	3.8	7.8%	-21.6	0.2%	-5.2%
CN(C)/C=C/C(=O)c1cc(N2CCOCC2)ccc1[N+](=O)[O-]	-8.7%	26.8%	1.4%	-0.8%	-0.4%	0.0%	6.4	2.5%	0.5	-0.3%	-2.0%
COc1ccc(C(=S)N2CCCCCC2)cc1	0.6%	-14.6%	3.3%	-4.9%	-3.3%	0.0%	6.4	3.2%	2.4	-4.6%	-1.5%
Cc1ccc(Cn2ccc(C3CC3)n2)cc1	0.4%	?	-0.2%	1.0%	-2.8%	0.0%	1.4	4.1%	1.4	-6.9%	5.2%
Cc1ccc2occ(C(c3nnnn3Cc3ccccc3)N3CCOCC3)c(=O)c2c1 (stereo not given)	2.9%	-1.3%	7.0%	2.2%	3.7%	0.0%	-9.0	6.1%	4.1	-1.0%	-2.0%
CCOc1ccc(C(=O)OCC(=O)NC2CCCC2)cc1OCC	-2.3%	-11.8%	nt	-0.6%	-2.1%	-1.1%	15.6	-0.5%	3.1	-2.2%	-2.2%
COc1ccc(N=CC2=C(O)c3ccccc3C2=O)c(OC)c1	-7.4%	-2.4%	-31.3%	0.5%	7.0%	0.4%	?	-0.6%	0.3	-7.5%	-1.6%
CCCCn1c(N)c(N(CCOC)C(=O)CSc2ccccc2C)c(=O)[nH]c1=O	1.0%	-13.7%	nt	4.3%	nt	-0.8%	2.1	-6.2%	nt	nt	-5.3%
C#CCOCCOCCOCCNc1nc(N2CCN(C(=O)[C@H](CO)n3cc([C@@H](N)C(C)C)nn3)CC2)nc(N2CCN(C(=O)[C@H](CCCCN)n3cc([C@@H](N)[C@H](C)CC)nn3)CC2)n1	4.9%	7.2%	nt	12.3%	nt	-0.7%	1.8	0.8%	nt	nt	-0.7%
CCCCOc1nc2ccccc2nc1C(C#N)S(=O)(=O)c1ccccc1 (stereo not given)	-0.7%	-4.8%	-0.8%	1.0%	-6.0%	-0.1%	-5.6	1.7%	3.2	?	-8.7%
